MITF primary = MITF inhibitors, primary screen, biochemical, AlphaScreen, human; inhibition, % at 2.6 µM; AlphaScreen MITF homodimerization, bead proximity signal; 650,000 tested, 0.91% active; Microphthalmia-associated transcription factor (Homo sapiens), O75030; AID 1259374, 2018; in the data active means inhibition above about 50%;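 further: 0% = vehicle wells with protein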
TEAD-YAP inh = TEAD-YAP interaction inhibition, primary screen, TEAD-YAP interaction inhibitor project, luminescence, HEK-TIYL cells; inhibition, % at 9.12 µM; 640,000 tested, 1.4% active; TEAD-Gal4/YAP UAS-luciferase luminescence; in the data active means inhibition above about 32%;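 further: 0% = median of test compound wells and 100% = reference inhibitor wells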
FBW7 activator = FBW7 E3 ligase activators, primary screen, biochemical, AlphaScreen, human; F-box/WD repeat-containing protein 7 (Homo sapiens), Q969H0; AlphaScreen FBW7–phospho-cyclin E peptide binding, activator screen; normalized activity (activation), % at 26.1 µM; 650,000 tested, 0.13% active; AID 1259310, 2017; in the data active means normalized activity above about 1.9%;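 further: purified mutant Fbw7 with reduced substrate affinity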
Target sequence (Q969H0 whole entry, looked up): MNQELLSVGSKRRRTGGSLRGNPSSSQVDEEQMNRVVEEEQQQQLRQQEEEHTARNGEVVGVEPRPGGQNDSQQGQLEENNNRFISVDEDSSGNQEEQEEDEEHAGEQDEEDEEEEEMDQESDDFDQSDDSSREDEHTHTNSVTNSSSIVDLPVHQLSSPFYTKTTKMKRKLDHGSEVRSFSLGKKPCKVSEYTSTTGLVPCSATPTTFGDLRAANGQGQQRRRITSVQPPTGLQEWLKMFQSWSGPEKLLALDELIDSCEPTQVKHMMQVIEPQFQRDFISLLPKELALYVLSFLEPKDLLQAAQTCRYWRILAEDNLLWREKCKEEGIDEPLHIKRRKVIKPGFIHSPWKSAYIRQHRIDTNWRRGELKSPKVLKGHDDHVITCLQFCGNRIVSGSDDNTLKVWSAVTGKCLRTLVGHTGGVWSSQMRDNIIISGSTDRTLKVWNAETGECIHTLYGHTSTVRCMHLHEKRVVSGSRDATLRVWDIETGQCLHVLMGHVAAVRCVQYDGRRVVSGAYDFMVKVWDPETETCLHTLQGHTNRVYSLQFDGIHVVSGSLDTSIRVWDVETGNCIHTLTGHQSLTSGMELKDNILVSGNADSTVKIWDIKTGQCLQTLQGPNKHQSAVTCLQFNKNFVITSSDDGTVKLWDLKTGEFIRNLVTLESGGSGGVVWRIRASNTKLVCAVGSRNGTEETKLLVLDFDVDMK
GPR151 activ = activators of human GPR151, primary screen, cell-based, PathHunter beta-arrestin, luminescence; PathHunter beta-arrestin GPR151 cells; G-protein coupled receptor 151 (Homo sapiens), Q8TDV0; 650,000 tested, 1% active; activation, % at 11.2 µM; in the data active means activation above about 4.9%;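 further: 0% = median of compound wells and 100% = cells with positive control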
Numbers without * were called inactive; · = no result given; & = joins results of further samples.

A first look (five entries):
mol	MITF primary	TEAD-YAP inh	FBW7 activator	GPR151 activ
CCOc1cc(C=C2C(=O)NC(=S)NC2=O)ccc1O	12	9	-0.4	1.2
CC(C)(C)[C@]1(O)C[C@@H]2OC(=O)C[C@@]23C(=O)O[C@@H]2OC(=O)[C@H](O)[C@]213	-5	13	0.0	-0.8
CC(C(=O)N1CCC2(CC1)OCCO2)N1Cc2ccccc2C1=O (centres undefined)	7	-2	-0.1	-0.5
O=[N+]([O-])c1ccc(O)cc1CN1CCN(Cc2ccccc2)CC1	11	8	0.1	1.1
CN(C)C(=O)Oc1ccc2cc(Br)ccc2c1	-14	-37	0.0	-1.0

Main list, previewed entries included:
mol	MITF primary	TEAD-YAP inh	FBW7 activator	GPR151 activ
CCOc1cc(C=C2C(=O)NC(=S)NC2=O)ccc1O	12	9	-0.4	1.2
CC(C)(C)[C@]1(O)C[C@@H]2OC(=O)C[C@@]23C(=O)O[C@@H]2OC(=O)[C@H](O)[C@]213	-5	13	0.0	-0.8
CC(C(=O)N1CCC2(CC1)OCCO2)N1Cc2ccccc2C1=O (centres undefined)	7	-2	-0.1	-0.5
O=[N+]([O-])c1ccc(O)cc1CN1CCN(Cc2ccccc2)CC1	11	8	0.1	1.1
CN(C)C(=O)Oc1ccc2cc(Br)ccc2c1	-14	-37	0.0	-1.0
COc1cccc(/C=C/c2nc3ccccc3c(=O)n2-c2ccc(Br)cc2)c1OC	2	4	0.0	0.9
CCCCCC(=O)NC(Oc1cccc(NC(C)=O)c1)C(Cl)(Cl)Cl (centres undefined)	5	2	0.2	2.3
O=C1C2CCCN2C(c2ccc(Br)cc2)N1c1ccccn1 (centres undefined)	-8	10	-0.1	1.0
CN1CCC2(CC1)CC(N)c1ccccc1O2 (centres undefined)	7	-6	0.1	0.0
COc1cc(CN2CCN(c3ccccc3)CC2)cc(OC)c1O	36	2	0.2	-1.2
O=[N+]([O-])c1ccc(N2CCNCC2)c(Cl)c1	8	-5	-0.1	3.3
O=C(O)c1ccc(N2CC3CC(C2)c2cccc(=O)n2C3)c([N+](=O)[O-])c1 (centres undefined)	2	-19	0.0	0.1
N=C1c2ccccc2CN1c1ccccc1O	12	9	0.1	1.1
Cc1cccc(-n2c(-c3ccccc3)nc3ccccc3c2=O)c1	18	6	0.1	-0.7
COc1ccc(N2Cc3ccccc3C2=N)cc1	9	-15	0.3	-0.2
CCCOc1ccc(/C=C(/C)[N+](=O)[O-])cc1OC	-14	37*	0.0	-0.7
CCOc1cccc(CN2CCCCC2c2cccnc2)c1 (centres undefined)	-3	2	0.1	-1.1
CCc1ccc(CNCCc2c[nH]c3ccccc23)cc1	19	3	-0.3	0.0
CCCCn1c(=O)c(C(=O)NCc2ccc(OC)cc2)c(O)c2ccccc21	23	2	0.1	0.1
O=C1NC2(CCNCC2)Oc2ccccc21	-6	2	0.0	-0.6
COc1ccc(-n2c(-c3ccncc3)nc3ccccc3c2=O)cc1	-10	-11	-0.8	-0.5
CCN1Cc2ccccc2-n2cccc2C1C(=O)O (centres undefined)	-4	-6	0.0	0.8
CCCCC/C=C\C/C=C\C/C=C\C/C=C\CCCC(=O)NCCCC(=O)O	3	·	·	-0.1
COc1ccc(CN2CCC[C@H]2c2nc3ccc(-c4ccncc4)cc3[nH]2)cc1 (tested in a mixture with another compound)	-4	-5	-1.0	-0.2
CCOC(=O)C1C2NC(=S)N(c3ccc(F)cc3)C1(C)Oc1c(OCC)cccc12 (centres undefined)	55*	2	-0.1	-0.1
CCCCn1c(N)c(C(=O)NCc2ccccc2)c2nc3ccccc3nc21	9	8	0.3	-0.6
CCCOc1ccc(C2C(C#N)=C(N)Oc3c2c(=O)oc2ccccc32)cc1OC (centres undefined)	-6	-10	-0.1	-0.3
Brc1ccc(CNCCc2c[nH]c3ccccc23)cc1	55*	7	0.7	3.4
O=C(O)CSc1c([N+](=O)[O-])ccc2nonc12	-2	4	-0.8	0.8
Cn1c(O)c(/C=C2\C=CC=N2)c(=O)[nH]c1=S	13	5	-0.3	-1.2

Profiles, looked up by structure. Order of values: MITF primary	TEAD-YAP inh	FBW7 activator	GPR151 activ
Entry for CCOC(=O)C1C2NC(=S)N(c3ccc(F)cc3)C1(C)Oc1c(OCC)cccc12 (centres undefined) : 55*	2	-0.1	-0.1
Entry for CCCCn1c(N)c(C(=O)NCc2ccccc2)c2nc3ccccc3nc21 : 9	8	0.3	-0.6

Going on with the list:
mol	MITF primary	TEAD-YAP inh	FBW7 activator	GPR151 activ
CCOC(=O)C(O)(c1cn(C)c2ccccc12)C(F)(F)F (centres undefined)	9	6	-0.2	3.6
COc1ccc(-n2c(C(F)(F)F)nc3ccccc3c2=O)cc1	13	-38	0.1	-0.5
CCCCC(C#N)(Cn1cncn1)c1ccc(Cl)cc1 (centres undefined)	3	-2	0.1	-0.2
CC(C)COC(=O)CC(CN)c1ccccc1 (centres undefined)	4	-1	-0.1	0.2
CN1C(=O)C(=Cc2cn(Cc3ccc(F)cc3)c3ccccc23)C(=O)N(C)C1=O	-33	10	0.3	1.9
N=C1c2ccccc2CN1c1ccc(F)c(F)c1	-8	-1	0.0	-2.8
CCCCNC(=S)N1CCn2cccc2C1c1cccnc1 (centres undefined)	6&-1	-1&1	0.1&-0.1	1.0&-0.6
CN1CCc2nc(SCC(=O)NC(C)(C)C)c(C#N)cc2C1	-2	-1	-0.1	-0.4
O=C(O)C1=CC2c3ccccc3C1c1ccccc12	7	-9	0.1	0.1
CC(C)CC(NC(=O)C(C)NC(=O)C(N)Cc1ccc(O)cc1)C(=O)NC(CCCN=C(N)N)C(=O)O (centres undefined)	-1	-6	-0.1	1.1
CC1CCN(CC(=O)c2ccc3c(c2)OCCO3)CC1	14	-46	0.2	-0.8
CCc1cccc2c(CCN)c(C)[nH]c12	33	10	0.2	-1.7
Cc1csc(NC(=O)CN2C3CCC2CC(O)(c2nccn2C)C3)n1 (centres undefined)	20	2	0.0	-0.6
CCCCN(C(=O)/C=C/c1ccccc1)C1=CC2CCC(C1)N2C (centres undefined)	28	-4	0.0	-0.9
O=C1NC(=S)NC(=O)C1=Cc1cccc(OS(=O)(=O)c2ccc3ccccc3c2)c1	-2	-22	0.0	-0.1
Cc1ccc(NC(=O)C2C3c4ccccc4C(c4ccccc43)C2C(=O)O)cc1 (centres undefined)	12	0	0.0	-1.0
O=C(Nc1cccc([N+](=O)[O-])c1)C(O)(c1ccccc1)c1ccccc1	10	-17	-0.2	-0.6
COc1cc2c(cc1OC)C(C(C)C)NC(C)(C)C2 (centres undefined)	-10	-1	-0.1	-0.4
Cc1ccc(-n2c(/C=C/c3cccc(C(F)(F)F)c3)nc3ccccc3c2=O)cc1	3	-1	-0.1	-0.8
O=[N+]([O-])c1c(Cl)ccc2nonc12	7	1	0.1	0.0
O=C(CN1C2CCC1CC(O)(c1ccccn1)C2)NCc1ccco1 (centres undefined)	28	2	-0.2	0.5
CCOC(=O)C1=C(C)OC(N)=C(C(=O)OCC)C12C(=O)N(CC(=O)OC)c1ccccc12 (centres undefined)	28	8	0.3	1.9
CC(=O)c1c(O)n(C)c(=O)n(C)c1=O	6	-1	0.0	1.1
COc1cc(C2C(C#N)=C(N)Oc3c2c(=O)oc2ccccc32)ccc1OC(C)C (centres undefined)	3	14	0.0	-0.1
Cc1ccc(C2=NCC(=O)N(CCN3CCOCC3)c3sc(C)c(C)c32)cc1	-7	1	0.0	0.2
CCc1c(C)nc(N)nc1N1N=C1SC	16	11	0.1	-0.7
CN1CCN(C(=O)Cc2noc3ccccc23)CC1	11	-7	0.2	-1.2
CCOC(=O)C1=C(C)NC(=S)NC1c1cccnc1 (centres undefined)	2	11	-0.2	-1.5
CCOC(=O)c1nc2ccccc2c(=O)n1-c1ccc(Br)c(C)c1	14	-8	-0.1	-1.5
CCCCn1c(C)c(C(=O)OCC)c2cc(OCCN(C)C)ccc21	-1	4	-0.3	2.4

3 entries from above, sorted by SMILES length, ascending:
mol	MITF primary	TEAD-YAP inh	FBW7 activator	GPR151 activ
CN1CCc2nc(SCC(=O)NC(C)(C)C)c(C#N)cc2C1	-2	-1	-0.1	-0.4
Cc1ccc(C2=NCC(=O)N(CCN3CCOCC3)c3sc(C)c(C)c32)cc1	-7	1	0.0	0.2
CC(C)CC(NC(=O)C(C)NC(=O)C(N)Cc1ccc(O)cc1)C(=O)NC(CCCN=C(N)N)C(=O)O (centres undefined)	-1	-6	-0.1	1.1

Following part
mol	MITF primary	TEAD-YAP inh	FBW7 activator	GPR151 activ
CCC(CC)N1CCN(Cc2cccc(OC)c2)CC1	73*	-2	-0.1	1.9
Cc1ccc2c(c1)C1CN(C)CCC1N2C(=O)CN1CCCC1 (centres undefined)	-2	14	0.0	0.8
CCC(CC)C1C(C#N)=C(N)Oc2c1c(=O)oc1ccccc21 (centres undefined)	-5	7	0.0	3.2
CCCCn1c(=O)c(C(=O)NCc2ccccc2OC)c(O)c2ccccc21	-5	-1	0.0	-0.6
Cc1sc2ncn(CC(=O)NCC(=O)N3CCC4(CC3)OCCO4)c(=O)c2c1C	-12	-9	0.1	-0.6
O=C1C[N+]2(Cc3ccccc3[N+](=O)[O-])CCC1CC2	4	-9	0.1	-0.8
COC(=O)C1=C(N)OC(C)=C(C(=O)OC(C)(C)C)C12C(=O)Nc1ccccc12 (centres undefined)	11	8	0.2	-1.0
Nc1c(Br)cc([N+](=O)[O-])cc1[N+](=O)[O-]	-8	-6	0.1	0.0
O=P(CN1CCN(c2ccccc2)CC1)(N1CCCCC1)N1CCCCC1	7	-9	0.0	-0.4
O=C(Nc1ccc(Br)cc1C(=O)c1ccccc1)c1cccc(Oc2ccccc2)c1	-2	4	-0.2	1.1
O=C(Nc1ccc(Cl)cc1C(=O)c1ccccc1)c1ccc(Cl)cc1	-2	-9	0.0	0.3
CC12CN3CC(C)(CN(C1)C3c1ccco1)C2 (centres undefined)	-4	-1	0.0	0.3
N#CC1=C(N)Oc2c(c(=O)oc3ccccc23)C1c1ccc(Cl)c(Cl)c1 (centres undefined)	-3	11	0.3	-1.5
CCOC(=O)CSCC(=O)Nc1ccc(Cl)cc1C(=O)c1ccccc1	4	3	0.0	4.4
CCOC(=O)C1C2NC(=S)N(c3ccccc3C)C1(C)Oc1c(OCC)cccc12 (centres undefined)	60*	8	-0.5	-1.6
Cc1ccc(-n2c(O)c(C=Nc3ccc(S(=O)(=O)N(C)C)cc3)c(=O)[nH]c2=O)cc1	5	-6	-0.4	0.7
COc1ccccc1CN1CCN(Cc2ccc(C)cc2)CC1	76*	8	-0.3	0.3
COc1ccc(CNCCc2c(C)[nH]c3ccc(OC)cc23)c(F)c1	33	19	-0.1	0.8
O=[N+]([O-])CC(c1ccco1)c1c(-c2ccccc2)[nH]c2ccccc12 (centres undefined)	12	7	0.5	0.3
COc1ccccc1N1CCN(C2CCCN(C(=O)Cc3cccnc3)C2)CC1 (centres undefined)	-3	-5	-0.1	-0.8
Cc1nc2ccc(I)cc2c(=O)n1-c1ccccc1	8	-14	0.3	-0.1
COc1ccc(N2CCN(Cc3ccccc3[N+](=O)[O-])CC2)cc1	57*	-11	-0.1	-1.4
CN1C(=O)COc2c(C(=O)NC3CN4CCC3CC4)cc(Cl)cc21 (centres undefined)	4&4	-8	0.5&-0.1	-2.0&0.4
CC(=O)C1C2c3ccccc3OC1(C)N=c1s/c(=C\c3ccccc3F)c(=O)n12 (centres undefined)	-1	5	-0.3	0.7
O=c1oc2ccccc2c(O)c1C(c1ccc([N+](=O)[O-])o1)c1c(O)c2ccccc2oc1=O	9	6	0.1	1.7
Cc1cccc(N2CCN(CC(=O)Nc3ccc(Br)cc3C(=O)c3ccccc3Cl)CC2)c1	-2	-4	0.0	-2.4
CC12CN3CCN(C1)CC(c1ccccc1)(C3)C2=O	14	2	0.2	-0.1
CCOc1ccccc1CN1CCN(c2ccc(OC)cc2)CC1	26	5	-0.2	1.9
O=[N+]([O-])c1ccccc1C[N+]12CCC(CC1)C(C(O)(c1cccs1)c1cccs1)C2 (centres undefined)	-2	0	-0.1	0.1
O=P(OCC(Cl)(Cl)Cl)(OCC(Cl)(Cl)Cl)N1CCOCC1	-3	8	0.0	4.0
CCCCn1c(=O)c(C(=O)Nc2nnc(CC(C)C)s2)c(O)c2ccccc21	-4	-11	-0.1	0.1
CN(C)c1nc(CN2CC[C@@H]3CCCC[C@H]3C2)nc2ccccc12	3	10	0.1	-1.0
NCC(c1ccccc1Cl)N1CCCC1 (centres undefined)	-9	-5	-0.2	0.0
COc1ccc(S(=O)(=O)Cc2ccc(C(=O)N3CCC4(CC3)OCCO4)o2)cc1	9	0	0.1	1.5
Cc1ccccc1Cc1c(C(=O)NC2CC2)c(=O)cc(C)n1Cc1ccccn1	-5	1	0.0	0.2
O=C1NC(=S)NC(=O)C1=Cc1ccc(-c2ccc(C(=O)O)cc2)o1	63*	-1	0.0	-0.7
CCCc1n[n+]2c(C)cc(C)nc2s1	0	17	0.4	1.6
COc1cc(CN2CCN(Cc3ccccc3)CC2)cc(OC)c1	-2	2	-0.2	0.3

Bioassay records from PubChem BioAssay.

Some of the compounds tested; the hit share may differ from the screen's.
